Source: PubChem (National Center for Advancing Translational Sciences (NCATS))
Pin1 inhibitor = blocks the human prolyl isomerase Pin1; Q13526; Pin1 FP peptide displacement, HiFluor488, 10 min; Potency, µM (series often up to 115 µM), inactives show top-dose activity, negative = inhibition, actives largely listed as inhibitors; actives 0.009% (n = 390,000); active = well fitted inhibition curve with a large enough effect in the polarisation, with a control signal flat, not every such curve was filed as active; inconclusive = small, poorly fitted or top-dose-only effect, or effect the other way, or a change in a side signal; inactive = no such curve, though single readings can be large or run the other way; the % refers to the polarisation; also: % is scaled to controls: 0 for no effect and ±100 for the full control effect
RGS4 inh = blocks human RGS4-accelerated GTP hydrolysis; actives 0.039% (n = 390,000); P49798; Transcreener GDP fluorescence polarization, RGS4-accelerated GTP hydrolysis; Potency, µM (series often up to 114 µM), for inactives: at the top dose activity change, negative = inhibition, usual class: inhibitors; also: % is scaled to controls: 0 for no effect and ±100 for the full control effect; nearly all actives have a fitted effect of over 75% in size; some results filed as inactive show a strong effect at the top dose
Target sequence (P49798 whole entry, looked up): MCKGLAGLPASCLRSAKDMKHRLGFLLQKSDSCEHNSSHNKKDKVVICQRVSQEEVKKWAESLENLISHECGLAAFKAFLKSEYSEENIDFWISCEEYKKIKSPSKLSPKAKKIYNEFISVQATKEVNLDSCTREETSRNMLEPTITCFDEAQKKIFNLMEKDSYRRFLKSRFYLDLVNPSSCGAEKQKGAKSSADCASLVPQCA
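MLSMR compounds (23 nl, pin-transferred) preincubated 10 min at room temperature with a 500nM (2x) first reagent, then RGS4 at 900nM (2x) plus Transcreener GDP mix added; fluorescence polarization (620/688 nm) read before and after 90 min at 30 °C.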
JMJD2A Tudor = blocks the human JMJD2A Tudor domain | Potency, µM (highest dose often 114 µM), for inactives: at the highest dose activity change, negative = inhibition, most hits filed as inhibitors | AID 504339 | O75164 | AlphaScreen JMJD2A-Tudor / H3K4me3 peptide binding | actives 4.4% (n = 390,000); also: % is scaled to controls: 0 for no effect and ±100 for the full control effect; nearly all actives have a fitted effect of over 50% in size
12-LOX inh = blocks human arachidonate 12S-lipoxygenase. P18054. purified 12hLO, xylenol orange hydroperoxide absorbance. Potency, µM (titrated, usually from 108 µM), for inactives: at the highest dose activity change, negative = inhibition, hits mostly inhibitors. actives 1.1% (n = 580,000). AID 1671190; also: % is scaled to controls: 0 for no effect and ±100 for the full control effect
Target sequence (P18054 whole entry, looked up): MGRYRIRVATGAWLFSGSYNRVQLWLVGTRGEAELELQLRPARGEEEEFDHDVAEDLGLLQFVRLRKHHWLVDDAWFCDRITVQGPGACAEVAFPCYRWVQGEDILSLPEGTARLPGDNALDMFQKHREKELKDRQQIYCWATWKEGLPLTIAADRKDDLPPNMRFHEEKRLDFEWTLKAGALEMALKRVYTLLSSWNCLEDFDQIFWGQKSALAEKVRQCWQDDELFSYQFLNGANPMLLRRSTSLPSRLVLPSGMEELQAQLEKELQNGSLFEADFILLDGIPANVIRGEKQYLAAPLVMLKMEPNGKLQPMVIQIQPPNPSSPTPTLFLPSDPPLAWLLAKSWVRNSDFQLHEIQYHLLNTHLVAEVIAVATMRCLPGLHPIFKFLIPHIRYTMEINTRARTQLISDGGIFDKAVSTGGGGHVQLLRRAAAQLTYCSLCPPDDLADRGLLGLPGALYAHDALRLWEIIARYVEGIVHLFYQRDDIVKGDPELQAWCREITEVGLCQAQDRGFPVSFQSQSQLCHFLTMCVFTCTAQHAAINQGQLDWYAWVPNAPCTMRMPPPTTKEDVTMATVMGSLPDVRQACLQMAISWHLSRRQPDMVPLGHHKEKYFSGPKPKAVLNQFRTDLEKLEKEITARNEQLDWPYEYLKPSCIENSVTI
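Hydroperoxide product was detected by ferrous iron/xylenol orange as the 573 to 405 nm absorbance ratio. Arachidonic acid at 40 uM (final) was turned over for 30 min at room temperature by 150 nM human 12hLO, pH 7.0 Hepes buffer, after 15 min compound preincubation.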
HP1b chromo inh = blocks HP1-beta chromodomain binding to methylated histone tails. AlphaScreen HP1-beta / biotin-H3K9me3 peptide binding. AID 540317. Potency, µM (series often up to 114 µM), for inactives: at the top dose activity change, negative = inhibition, most hits filed as inhibitors. actives 0.56% (n = 390,000). P83916; also: nearly all actives have a fitted effect of over 70% in size; inactives centre near 23
Target sequence (P83916 whole entry, looked up): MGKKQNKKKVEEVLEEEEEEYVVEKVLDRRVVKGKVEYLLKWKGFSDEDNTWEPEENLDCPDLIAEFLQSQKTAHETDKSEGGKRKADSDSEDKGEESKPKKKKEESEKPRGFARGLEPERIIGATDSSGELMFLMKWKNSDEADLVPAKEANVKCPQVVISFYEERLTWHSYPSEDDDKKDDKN
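HP1-beta protein (50 nM final) preincubated 30 min at room temperature with biotinylated H3(1-18)K9me3 peptide (50 nM) in PBS pH 7.4, 0.01% Tween-20, then compound added for 30 min. AlphaScreen streptavidin donor/nickel chelate acceptor beads (10 ug/mL final), 30 min dark, luminescence read.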
Tb PGK inh = T. brucei PGK inhibition; Potency, µM (top dose mostly 57.5 µM), inactives show top-dose activity change, negative = inhibition, usual class: inhibitors; actives 0.043% (n = 380,000); AID 602233; PGK/GAPDH coupled, Kinase-Glo luminescence, 60 min; P07378; also: % is scaled to controls: 0 for no effect and ±100 for the full control effect; nearly all actives have a fitted effect of over 60% in size
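Recombinant glycosomal PGK reaction used 1,3-bisphosphoglycerate generated in-well by GAPDH (100nM final) in 100mM TEA pH 7.6, 5mM MgCl2, 0.01% Tween-20. After 60 minutes at room temperature, ATP was read by Kinase-Glo Plus luminescence end-point.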
GLS inh = inhibitors of human glutaminase (GLS); O94925; GLS enzymatic activity, qHTS titration; actives 0.21% (n = 410,000); AID 624170; Potency, µM (doses to about 45.5 µM), inactives show top-dose activity change, negative = inhibition, hits mostly inhibitors; also: % is scaled to controls: 0 for no effect and ±100 for the full control effect
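Read-out is an Amplex red fluorescence increase coupled through glutamate oxidase and HRP, measured before and after 30 min room-temperature incubation. hKGA is in 45 mM KH2PO4 (pH 8.2) with 0.02% Tween-20; glutamine added as 1mM solution.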
TrxR1 inh = blocks rat thioredoxin reductase 1; O89049; recombinant rTrxR1, NADPH fluorescence consumption, selenite substrate; Potency, µM (doses to about 114 µM), inactives show at the top dose activity change, negative = inhibition, usual class: inhibitors; actives 1% (n = 390,000); also: % is scaled to controls: 0 for no effect and ±100 for the full control effect; nearly all actives have a fitted effect of over 65% in size
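Rat TrxR1 (90 nM in the dispensed reagent) was pre-reduced with 400 uM NADPH for 5 min at room temperature, then incubated with compound for 15 min. After 400 uM selenite was added, NADPH fluorescence (Ex 340/Em 450 nm) was followed for 8 min.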
ERG-DNA inh = inhibitors of human ERG Ets domain-DNA interaction. P11308. fluorescence polarization, His-ERG Ets domain / labelled DNA. Potency, µM (top dose mostly 76.9 µM), without a hit: at the top dose FP activity, negative = inhibition, actives largely listed as inhibitors. actives 0.028% (n = 370,000); active = well fitted inhibition curve with a large enough effect in the polarisation, with a control signal flat; inconclusive = small, poorly fitted or top-dose-only effect, or effect the other way, or a change in a side signal; inactive = no such curve, though single readings can be large or run the other way; the % refers to the polarisation;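 also: polarization taken with two DNA probes labelled with fluorescein and Texas red; % of control where 0% means no effect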
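His-tagged ERG Ets domain (1 uM in the protein solution; 300mM KCl, 50mM Tris-HCl, 1mM EDTA, 1mM DTT, pH 7.5) received compound, then a probe mix of 5 nM fluorescein-DNA and 100nM Texas-615-DNA. Fluorescence polarization was read for both dyes.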
* = called active by the depositor; i = inactive; ? = inconclusive; nt = not tested or not shown; & = joins results of further samples; [ ] = dose if it differs, or a comment. Unless noted, calls follow the shape of the dose curve; as a rule, active = well fitted curve in the direction sought with a large enough effect; inconclusive = small, poorly fitted or top-dose-only effect, or another doubt; inactive = no such curve, though single readings can be large; an effect the other way counts as inactive or inconclusive. Potency is read from the fitted curve at half-maximal effect. The list is partial; rates above refer to the full screens.

ERG-DNA inh,Pin1 inhibitor,TrxR1 inh,HP1b chromo inh,RGS4 inh,12-LOX inh,GLS inh,Tb PGK inh,JMJD2A Tudor,SMILES
8.5%,-0.8%,14.0%[57.1 µM],34.4%,19.7%,-8.6%,4.2%,2.7%,8.9%,N#CCCN(C(=O)Nc1ccccc1)c1ccccc1
-2.4%,9.1%,-21.9%,60.6%[activator],-8.1%,?,0.8%,-0.1%,-6.3%,O=C(Nc1cccc(C(F)(F)F)c1)c1ccc(Cn2cc(Br)cn2)o1
-0.2%,-0.6%,0.7%,39.5%[activator],-12.3%,8.0%,0.2%,-4.6%,1.4%,Cc1cccc(NC(=O)C2CCCN2S(=O)(=O)c2ccc(F)cc2)c1C (stereo unspecified)
1.9%,-2.0%,9.9%,8.2%,-28.9%,?,6.8%,-16.9%,-9.7%,COc1cc(OC)c(NC(=S)Nc2cccc(C)c2)cc1Cl
-17.9%,-7.1%,-13.7%,9.6%,-49.8%[56.9 µM],0.7%,25.2%,-3.7%,?,CCOC(=O)C1CCN(C(=O)Cn2nc(CC)n3cccc3c2=O)CC1
1.0%,4.9%,1.5%,12.8%,17.4%,-5.3%,17.4%,-4.7%,-8.0%,CC(=O)c1ccc(N2CCN(C(=O)C3CCN(S(=O)(=O)c4ccc5c(c4)CC(C)N5C(C)=O)CC3)CC2)cc1 (stereo unspecified)
2.6%,5.9%,-19.2%,-17.6%,-24.9%,-19.0%,12.6%,2.8%,?,Cc1cccc(Nc2nnc(SCC(=O)Nc3ccccc3[N+](=O)[O-])s2)c1C
11.2%,0.5%,-14.6%,23.1%,19.5%,-0.4%,0.2%,4.0%,-11.7%,NC1=NC(=O)/C(=C\c2ccsc2)S1
-0.5%,6.7%,-16.2%,22.2%,31.0%,nt,5.3%,7.1%,-11.5%,CC[C@]12CCCN3CCc4c(n(c5ccccc45)C(=O)C1)C32 (stereo partly specified)
3.6%,10.2%,10.2%,22.5%,22.0%,5.7%,6.2%,1.4%,-20.9%,Cn1cc(S(=O)(=O)NC[C@H]2O[C@@H](n3cnc4c(N)ncnc43)[C@H](O)[C@@H]2O)cn1
12.8%,4.5%,28.2µM*,-4.0%,?,?,?,1.6%,-28.5%,C/C=C/C=C/C(=O)N1CC2(CC(c3cccc(NC(=O)CCCCC)c3)=NO2)C[C@H]1C(N)=O (stereo partly specified)
-8.6%,2.5%,10.0%[11.4 µM],34.6%,-53.3%,?,-2.1%,-8.3%,-28.4%,Cc1[nH]n(-c2ccccc2)c(=O)c1C(=O)c1ccccc1

Other structures follow:
ERG-DNA inh,Pin1 inhibitor,TrxR1 inh,HP1b chromo inh,RGS4 inh,12-LOX inh,GLS inh,Tb PGK inh,JMJD2A Tudor,SMILES
0.6%,nt,10.4%,-9.6%,14.7%,13.5%,-12.4%,-18.4%,?,O=C(COc1cccc2ccccc12)N/N=C/c1ccccc1OCc1ccc(C(=O)O)cc1
8.2%,-1.9%,-3.0%,36.8%,-5.2%,-0.5%,5.2%,3.8%,4.6%,O=C(Nc1ccccc1)Nc1ccc(Br)c(Cl)c1
12.6%,51.8%[activator],23.9%[57.1 µM],54.5%[activator],-1.4%,36.7%[activator],18.7%,-4.0%,7.9%,COc1cccc(-c2cc3c(-n4cccc4)ncnc3o2)c1
-11.6%,1.6%,1.2%[57.1 µM],67.3%[activator],4.6%,-2.1%,7.9%,-5.5%,16.6%,CCCc1nc2c(s1)CCc1onc(-c3ccc(Cl)cc3)c1-2
-20.8%,-0.6%,-8.4%,4.1%,9.7%,6.5%,20.3%,-5.4%,-10.5%,COc1ccccc1NS(=O)(=O)c1cc(C(=O)NCCCN2CCCC2=O)ccc1C
0.6%,5.4%,32.7%,-10.0%,7.7%,-12.5%,-10.4%,i,-11.3%,CCN(CC)C(=O)CSc1nnc(CCNC(=O)OC(C)(C)C)o1
4.8%,7.3%,-4.9%,19.1%,-7.0%,-9.6%,-1.1%,0.6%,1.3%,COC(=O)c1[nH]c2ccccc2c1NC(=O)/C=C/c1ccc2c(c1)OCO2
-10.6%,-2.4%,43.6%[activator][57.1 µM],48.8%[activator],-24.3%,-25.9%,17.8%,1.4%,-2.9%,O=C1CC[C@H](O)CCN1[C@H](CSc1ccc(Br)cc1)Cc1ccccc1
1.3%,2.4%,11.2%,55.3%[activator],12.6%,?,15.8%&6.0%,3.6%,-21.8%,CCCCCCSc1cccc(-c2nc3ccc(Cl)cn3c2NCc2ccccc2)c1
-6.3%,-6.1%,5.6%[57.1 µM],-3.8%,0.2%,0.0%,-1.3%,-5.4%,-14.2%,CCOc1ncnc2c1sc1nc3c(cc12)COC(C)(C)C3
-9.3%,-15.2%,2.3%,35.2%,2.5%,1.3%,21.9%,3.2%,1.3%,O=C(NC1(C(=O)NC2CCCCC2)CCCCC1)c1ccc2c(c1)OCO2
-0.5%,-7.1%,8.9%[57.1 µM],33.2%,25.5%,-22.2%,2.8%,-0.9%,-0.7%,Cc1c(C=O)c2ccccn2c1C(=O)c1cccs1

A stretch taken from the entries so far:
ERG-DNA inh,Pin1 inhibitor,TrxR1 inh,HP1b chromo inh,RGS4 inh,12-LOX inh,GLS inh,Tb PGK inh,JMJD2A Tudor,SMILES
-9.3%,-15.2%,2.3%,35.2%,2.5%,1.3%,21.9%,3.2%,1.3%,O=C(NC1(C(=O)NC2CCCCC2)CCCCC1)c1ccc2c(c1)OCO2
-0.5%,-7.1%,8.9%[57.1 µM],33.2%,25.5%,-22.2%,2.8%,-0.9%,-0.7%,Cc1c(C=O)c2ccccn2c1C(=O)c1cccs1

(further entries)
ERG-DNA inh,Pin1 inhibitor,TrxR1 inh,HP1b chromo inh,RGS4 inh,12-LOX inh,GLS inh,Tb PGK inh,JMJD2A Tudor,SMILES
-10.7%,3.5%,24.5%,13.7%,-10.1%,-13.4%,2.7%,-9.4%,-12.0%,CCC(=O)N1CCN(c2ccc(Cl)cc2NC(=O)Cc2ccc(Cl)cc2)CC1
-1.8%,?,8.5%,44.4%[activator],-9.6%,11.9%,-3.9%,-10.2%,-17.8%,CCOc1ccccc1CN1CCNC(=O)C1CC(=O)NCCc1ccccn1 (stereo unspecified)
9.1%,?,?,12.1%,4.9%,-19.7%,-0.7%,i,22.4µM*,COC(=O)c1[nH]c(C)c(/C(O)=C2\C(=O)C(=O)N(CCN3CCOCC3)C2c2cccnc2)c1C (stereo unspecified)
-13.7%,6.7%,26.9%[57.1 µM],-5.1%,?,10.3%,6.7%,i,?,CC(C)(C)c1nnc2sc(SCC(=O)N3CCc4ccccc43)nn2c1=O
-3.1%,-5.5%,22.3%,56.0%[activator],-19.7%,-12.2%,0.3%,i,-3.1%,CCOC(=O)c1cc(NC(=O)c2ccc(F)cc2)c(=O)n2c1oc1ccc(Cl)cc12
2.7%,?,-14.5%,26.4%,-11.7%,nt,-1.9%,-4.2%,-20.7%,CCOC(=O)c1c(Nc2ccccc2)sc(/C=C2\C=Nc3ccccc32)c1O
4.8%,1.7%,-0.6%,10.8%,9.3%,-12.6%,20.5%,3.2%,-34.8%,COc1ccccc1CNCC(O)Cn1c2ccccc2c2ccccc21 (stereo unspecified)
-19.0%,-4.9%,23.0%,53.3%[activator],0.9%,478.0%[activator],1.0%,-7.7%,-0.7%,O=C(Cn1cc2c(n1)CCCC2)NCC1CCCO1 (stereo unspecified)
10.4%,-1.4%,-13.2%[57.1 µM],-38.7%,-15.9%,7.3%,-7.2%,-5.6%,1.4%,O=C(COC(=O)c1ccco1)c1ccc(F)cc1
3.7%,-4.3%,27.4%[57.1 µM],7.3%[57 µM],15.1%,10.7%,-14.1%,-1.1%,-11.7%,Cc1ccc(S(=O)(=O)N2CCOCC2)cc1NC(=O)COC(=O)COc1ccccc1[N+](=O)[O-]
-4.3%,2.0%,22.7%,1.7%,-3.0%,9.4%,11.0%,-3.8%,-5.7%,Cc1ccc2c(c1)N(CC(=O)N1CCOCC1)C(=O)CO2
-5.8%,1.8%,23.6%,50.2%[activator],-1.6%,5.3%,0.4%,9.2%,15.1%,CSc1ccccc1NC(=O)c1ccccc1C

(further entries)
ERG-DNA inh,Pin1 inhibitor,TrxR1 inh,HP1b chromo inh,RGS4 inh,12-LOX inh,GLS inh,Tb PGK inh,JMJD2A Tudor,SMILES
-2.1%,-3.9%,-8.0%,53.7%[activator],-2.3%,-12.3%,3.0%,-2.9%,4.0%,O=C(NCC(c1ccc(Cl)cc1)N1CCCCC1)c1ccccc1F (stereo unspecified)
-4.7%,31.3%[activator],19.7%,12.7%,-0.7%,6.1%,17.8%,i,?,Cc1cc(SCC(=O)N/N=C/c2ccc(O)cc2O)nc2ccccc12
14.3%,2.5%,8.7%[57.1 µM],46.3%[activator],0.7%,-18.1%,0.0%,-1.8%,-2.8%,Cc1ccc(NS(=O)(=O)c2cc3c4c(cccc4c2)C(=O)NC3=O)cc1
-1.7%,-4.8%,2.3%,0.8%,30.0%,7.3%,-3.2%,-8.1%,-18.7%,O=C(NCc1ccccc1)C(c1ccccc1)N(Cc1cccs1)C(=O)c1cnccn1 (stereo unspecified)
